FBPA coupling cs: counter-screen for Giardia aldolase inhibitors: coupling enzyme system | coupling enzyme system counterscreen, AmpLite Red fluorescence | activity change, negative = inhibition, % at 58.2 µM, hits read low | hit rate 0.67% among 290,000; in the data active means activity change below about -30%; further: on the % scale 0 is the no-effect control and ±100 the full control effect
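Fluorescence at 525 nm excitation and 598 nm emission measured inhibition of the coupled detection system without aldolase. Compounds (at 57.5 uM final) were preincubated 10 min at room temperature with coupling enzyme reagent before a 20 min substrate/AmpLite Red step.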
VP16 counter: counter-screen for ROR gamma inhibitors: Gal4-VP16 reporter | Drosophila S2 Gal4-VP16 UAS-luciferase, luminescence, 20 h | hit rate 3.5% among 310,000 | Potency, µM (titrated, usually from 53.6 µM), without a hit: at the top dose activity, negative = inhibition, most hits filed as inhibitors;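 further: Gal4-VP16 expression switched on by copper sulfate through the metallothionein promoter; potency means the concentration at half of the fitted maximal effect; on the % scale 0 is the no-effect control and ±100 the full control effect; nearly all actives have a fitted effect of over 50% in size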
Rab9 promoter act: Rab9 promoter activation. hit rate 2.8% among 320,000. Potency, µM (titrated, usually from 9.22 µM), inactives show at the highest dose activation, negative = inhibition, most hits filed as activators. Huh7 Rab9 promoter-luciferase reporter, luminescence, 24 h; further: potency means the concentration at half of the fitted maximal effect; % of control where 0% means no effect; nearly all actives have a fitted effect of over 60% in size
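Steps: seed 1500 Huh7 Rab9-luc cells per well, rest 2 h at 37 °C; add compound in DMSO; incubate 24 h; add luciferase reagent, 10 min ambient; read luminescence.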
KCNH2 3.1 block: inhibitors of human KCNH2 3.1 potassium channel isoform | hit rate 0.95% among 340,000 | activity change, % (tested at about 1.8 µM) | AID 720553 | U2OS KCNH2 3.1, thallium flux FluxOr; hits give low values;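 active means maximum activity change below -70%; inconclusive means maximum activity change from -70% to -50%; inactive means maximum activity change above -50%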;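 further: thallium influx rate constant from kinetic fluorescence after stimulation buffer; on the % scale 0 is the no-effect control and ±100 the full control effect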
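Kinetic fluorescence (2 min after stimulation buffer) measures Tl+ influx through KCNH2 3.1 expressed by viral transduction in U2OS cells; the rate constant is normalized against DMSO controls serving as positive and negative references.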
Giardia killer: Giardia lamblia killing; Giardia lamblia trophozoite viability; AID 540267; activity change, % at 7.66 µM, hits read low; hit rate 0.15% among 340,000; in the data active means activity change below about -80%; inconclusive means between about -30% and that limit;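 further: parasites exposed to compound for two days anaerobically before the ATP read; on the % scale 0 is the no-effect control and ±100 the full control effect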
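ATP-content bioluminescence gauges trophozoite survival. Cells (100/well) receive compound and incubate anaerobically for 48 hrs at 37 deg C; detection reagent follows for 15-30 min at room temperature.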
ELG1 genotoxic: inducers of genotoxicity in HEK293T ELG1-luciferase cells | HEK293T ELG1-luciferase reporter, luminescence, 16 h | Potency, µM (top dose mostly 46 µM), without a hit: at the highest dose activity change, positive = activation, actives largely listed as activators | hit rate 1.3% among 330,000 | AID 504466; further: potency means the concentration at half of the fitted maximal effect; % of control where 0% means no effect; nearly all actives have a fitted effect of over 60% in size
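Genotoxicity was scored as increased ELG1-luciferase reporter signal, measured by ONE-Glo luminescence (30 min, room temperature). Compound or vehicle exposure of the HEK293T reporter cells lasted 16 hr at 37°C.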
RORgamma inh: inhibitors of mouse ROR gamma transcriptional activity; hit rate 5.4% among 310,000; Drosophila S2 Gal4-RORgamma UAS-luciferase reporter, 20 h; Potency, µM (doses to about 53.6 µM), without a hit: top-dose activity change, negative = inhibition, hits mostly inhibitors; P51450; further: potency means the concentration at half of the fitted maximal effect; on the % scale 0 is the no-effect control and ±100 the full control effect; nearly all actives have a fitted effect of over 60% in size
Target sequence (P51450 whole entry, looked up, the tested form may be a part): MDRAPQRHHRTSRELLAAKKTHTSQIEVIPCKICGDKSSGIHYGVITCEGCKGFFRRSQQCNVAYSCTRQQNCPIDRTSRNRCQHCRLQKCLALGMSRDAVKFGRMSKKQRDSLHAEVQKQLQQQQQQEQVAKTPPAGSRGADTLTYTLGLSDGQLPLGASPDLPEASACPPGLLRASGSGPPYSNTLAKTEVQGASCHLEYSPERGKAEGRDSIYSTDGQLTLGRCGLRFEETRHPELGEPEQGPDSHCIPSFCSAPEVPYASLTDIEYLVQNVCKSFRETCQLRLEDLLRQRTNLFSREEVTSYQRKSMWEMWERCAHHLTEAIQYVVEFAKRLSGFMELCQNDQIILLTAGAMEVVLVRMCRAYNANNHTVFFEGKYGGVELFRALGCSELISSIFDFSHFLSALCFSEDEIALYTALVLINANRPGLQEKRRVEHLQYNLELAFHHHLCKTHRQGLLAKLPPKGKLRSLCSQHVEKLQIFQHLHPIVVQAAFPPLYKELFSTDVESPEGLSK
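Compounds are pin-transferred onto Drosophila Schneider cells expressing a copper-inducible Gal4–ROR gamma transactivation domain fusion. After 1 hr, copper sulfate is added to 700 uM final; luciferase is read 20 hr later.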
uPA surface inh: blocks generation of uPA at the cell surface. cell surface uPA generation assay, qHTS. Potency, µM (highest dose often 38.3 µM), for inactives: top-dose activity change, negative = inhibition, usual class: inhibitors. hit rate 0.31% among 330,000. AID 540303; active means well fitted inhibition curve with a large enough effect; inconclusive means small, poorly fitted or top-dose-only effect; inactive means no such curve, though single readings can be large or run the other way; tested in mouse RAW 264.7 cells; further: potency means the concentration at half of the fitted maximal effect; on the % scale 0 is the no-effect control and ±100 the full control effect; nearly all actives have a fitted effect of over 55% in size
FLuc counter: inhibits or activates purified firefly luciferase, miR-21 counter-screen | purified FLuc, Km substrates, luminescence inhibition | Potency, µM (top dose mostly 57.5 µM), inactives show at the top dose activity change, negative = inhibition, most hits filed as inhibitors | hit rate 6.9% among 360,000;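 further: potency means the concentration at half of the fitted maximal effect; plate controls were vehicle for no effect and reference inhibitor for full effect; nearly all actives have a fitted effect of over 55% in size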
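Biochemical qHTS of compounds, final roughly 60 µM downward over six points, against 10 nM purified firefly luciferase using Km concentrations of substrates (10 uM D-luciferin, 10 uM ATP) in Tris acetate pH 7.5 buffer; luminescence output.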
Tb PFK block: blocks T. brucei phosphofructokinase; O15648; T. brucei PFK, ADP-Glo luminescence; Potency, µM (highest dose often 57.5 µM), inactives show top-dose activity, negative = inhibition, actives largely listed as inhibitors; hit rate 0.17% among 330,000; AID 485367;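 further: potency means the concentration at half of the fitted maximal effect; 0% = uninhibited 1x PFK enzyme wells and -100% = no-enzyme wells; nearly all actives have a fitted effect of over 60% in size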
Target sequence (O15648 whole entry, looked up): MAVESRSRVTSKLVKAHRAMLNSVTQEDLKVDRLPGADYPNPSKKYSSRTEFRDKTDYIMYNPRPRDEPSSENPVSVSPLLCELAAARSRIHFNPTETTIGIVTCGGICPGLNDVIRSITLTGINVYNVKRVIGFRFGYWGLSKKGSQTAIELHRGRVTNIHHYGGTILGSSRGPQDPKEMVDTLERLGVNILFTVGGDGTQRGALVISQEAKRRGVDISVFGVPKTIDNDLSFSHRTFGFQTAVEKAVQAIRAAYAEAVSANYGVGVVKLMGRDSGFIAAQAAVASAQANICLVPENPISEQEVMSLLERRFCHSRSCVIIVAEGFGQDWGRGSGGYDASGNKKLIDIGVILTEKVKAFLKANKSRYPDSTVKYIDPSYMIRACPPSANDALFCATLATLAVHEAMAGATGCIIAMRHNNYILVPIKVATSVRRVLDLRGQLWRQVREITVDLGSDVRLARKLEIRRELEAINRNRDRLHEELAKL
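ADP-Glo luminescence quantified ADP after 45 min at room temperature, with 1.25 nM T. brucei PFK, 0.1 mM ATP and 0.5 mM fructose-6-phosphate in pH 8.0 TEA buffer. qHTS titrations up to 57 µM; curves classified by quality.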
NPC1 prom act: activators of NPC1 promoter | Huh7 NPC1 promoter luciferase reporter, 24 h | Potency, µM (top dose mostly 9.22 µM), for the others: top-dose activation, most hits filed as activators | hit rate 2.4% among 320,000;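 further: potency means the concentration at half of the fitted maximal effect; % of control where 0% means no effect; nearly all actives have a fitted effect of over 60% in size; reporter is driven by a mutant NPC1 promoter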
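NPC1 promoter–luciferase Huh7 cells; 24 h compound; luminescence.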
Active calls of the source: *; u = inconclusive; x = not tested or not shown; & = joins results of further samples; [ ] = remark or other dose. Unless noted, the call rests on the fitted dose curve; in most records, active means well fitted curve in the direction sought with a large enough effect; inconclusive means small, poorly fitted or top-dose-only effect, or another doubt; inactive means no such curve, though single readings can be large; an effect the other way counts as inactive or inconclusive.

SMILES	FBPA coupling cs	VP16 counter	Rab9 promoter act	KCNH2 3.1 block	Giardia killer	ELG1 genotoxic	RORgamma inh	uPA surface inh	FLuc counter	Tb PFK block	NPC1 prom act
CCNC(=O)/C(=C\C=C\c1ccccc1)NC(=O)c1ccc(Br)o1	1	-17%	0%	6	-20	-1%	8%	1%	u	-5%	-3%
COC(=O)Nc1ccc(S(=O)(=O)NC2CCCCC2)cc1	x	-5%	-7%	-9	-20	-2%	u	3%	6%	1%	-6%
COc1ccc(C(=O)O)cc1S(=O)(=O)N(CCc1ccccc1)Cc1ccccc1	18	-3%	-6%	8	3	-3%	30%	-2%	0%	0%	0%
CCCCC(=O)NC(c1ccc(Cl)cc1Cl)c1ccc2cccnc2c1O (centres undefined)	-1	3.2µM*	-30%	11	0	u	3.2µM*	-13%	-8%	1%	-14%
O=C(CSc1nnc(-c2ccccc2)n1Cc1ccco1)NCc1ccc2c(c1)OCO2	-5	0%	20%	-23	-1	-2%	10%	3%	-1%	-9%	-4%
O=C(NCc1ccncc1)c1ccc(NS(=O)(=O)c2cccc([N+](=O)[O-])c2)cc1	x	x	-7%	2	8	-1%	x	3%	4%	0%	-2%
CC1(C)CC(=O)c2cc(N=C/C(C(=O)c3ccccc3)=C(\O)c3ccccc3)c(=O)oc2C1	0	u	-11%	-8	17	6%	u	-20%	-3%	1%	-5%
CCOC(=O)C1CCN(C(=O)CSc2ccc(Cl)cc2)CC1	2	-3%	9%	17	5	0%	u	3%	u	1%	-3%
Cc1cc(N)ccc1NC(=O)CN1CCOCC1	2	0%	17%	2	7	2%	-7%	5%	5%	6%	1%
O=S(=O)(O)c1ccc(N2N=C(c3ccccc3)CC2c2ccccc2)cc1 (centres undefined)	4	-1%	16%	5	-2	0%	-10%	-23%	u	0%	-2%
Cc1cc(OC(C)C(=O)NCc2ccccn2)c2c(C)c(Cc3ccccc3)c(=O)oc2c1 (centres undefined)	0	-18%	1%	u	0	0%	-18%	2%	4%	-4%	-7%
CCOC(=O)c1c(C)[nH]c(C(=O)CSc2nnc(Nc3ccccc3F)s2)c1C	1	27%	-11%	-27	-7	-4%	-2%	9%	1%	-19%	-2%
CCc1n[nH]c(=S)n1/N=C/c1cc(Br)c(O)c(OC)c1	-1	-7%	0%	3	-5	3%	-7%	1%	2%	5%	-1%
CCCSc1ccc(-c2nn(-c3ccccc3)cc2/C=C(/C#N)C(=O)N2CCOCC2)cc1	-7	-3%	7%	-9	31[activator]	-1%	u	1%	-4%	0%	0%
O=C(COC(=O)/C=C/c1ccccc1)Nc1ccccc1Br	5	2%	-2%	-2	16	-1%	-4%[10 µM]	-7%	1%	-2%	-1%
COc1ccc(CCNC(=O)c2nnn(-c3ccc4c(c3)OCCO4)c2N)cc1OC	-10	u	-5%	29	-8	10%	-39%	0%	19µM*	-1%	13%
CC(=O)N1CCN(CC(=O)Nc2sccc2C#N)CC1	0	4%	7%	12	-14	1%	-16%	3%	-4%	1%	0%
Cc1cccc(NC(=O)CSCC(=O)Nc2cccc3ncccc23)c1	x	x	-8%	2	-21	1%	x	-11%	3%	-9%	0%
Cc1ccc(O)c(C(=O)c2cc(C#N)c(=O)n(-c3nccs3)c2)c1	-4	-12%	-1%	-4	6	-3%	u	0%	-12%	3%	-2%
Cc1cccc(Cl)c1OCCCN1CCOCC1	1	-5%	1%	3	20	5%	-11%	-1%	2%	-5%	-1%
Cc1cccc(N2CCN(C(=O)CCNS(=O)(=O)c3cccs3)CC2C)c1 (centres undefined)	-1	u	19%	9	4	-4%	4%	-2%	-3%	4%	12%
COc1ccc(S(=O)(=O)NCc2ccc(C(=O)N3CCN(c4ccccn4)CC3)cc2)cc1	2	-3%	5%	2	34[activator]	-7%	36%	7%	4%	-3%	0%
COc1ccc(/C=C(\NC(=O)c2ccc(C)cc2)C(=O)NCCCn2ccnc2)cc1OC	0	4%	-2%	3	29	-3%	5%	x	0%	0%	4%
O=c1cc(Cn2ccnc2)c2cc3c(cc2o1)CCC3	6	-8%	6%	-1	-13	5%	1%	-5%	-9%	-3%	0%
Cc1ccc(NC(=O)Nc2ccnc(-c3cccnc3)n2)cc1	2	10%	-2%	2	-2	-10%	22%	25%	u	0%	-1%
COCCN(CC(=O)Nc1cccc(C)c1C)C(=O)Cc1ccsc1	x	x	x	10	-6	0%	x	-8%	x	0%	x
CCOC(=O)Nc1nnc(-c2cccc(OC)c2)s1	2	17%	3%	-33	7	u	24%	7%	u	0%	10%
C=CCN1C(=O)C(=O)N(Cc2nc3ccccc3s2)C1=O	-2	19%	21%	-19	7	u	11%	-2%	8.5µM*	1%	-31%[inhibitor]
ON/C=N/C(=S)Nc1ncc(C(F)(F)F)cc1Cl	-3	u	-3%	-11	11	0%	1.6µM*	4%	3%	1%	1%
O=C(CSc1nc2ccc(Cl)cc2[nH]1)NCCc1ccc(Cl)cc1	-7	-7%	2%	8	-3	-6%	41%	2%	3%	-6%	-7%
CCCc1ccc(OCC(=O)Nc2cc(S(=O)(=O)CC)ccc2O)cc1	20	u	0%	6	2	-6%	u	-4%	27µM*	-2%	-1%
COCC(C)NC(=S)Nc1ccccc1[N+](=O)[O-] (centres undefined)	2	-15%	0%	1	6	-2%	u	-7%	-1%	-8%	-1%
O=C1CCc2cc(S(=O)(=O)NC3CCCCC3)cc3c2N1CC3	x	x	-3%	3	u	12%	x	-5%	-1%	1%	-2%
O=c1c2ccccc2nc(-c2ccccc2)n1CCN1CCOCC1	-2	-2%	9%	16	-15	5%	7%	-1%	0%	-5%	0%
CCCCn1c(N)c(N(CC(C)C)C(=O)c2oc3ccc(OCC)cc3c2C)c(=O)[nH]c1=O	x	6%	4%	x	-19	1%	-43%	2%	-2%	3%	2%
CCCc1nc2ccccc2c(C(=O)OC(C)C(=O)NCc2ccc3c(c2)OCO3)c1CC (centres undefined)	-1	-16%	-1%	-6	-2	-6%	45%	5%	1%	1%	2%
C=CCN(c1ccccc1)S(=O)(=O)c1cccc(C(=O)Nc2ccncc2)c1	x	x	-1%	3	-9	28%	x	-3%	-1%	-7%	1%
O=C1CCc2cc(S(=O)(=O)NCc3ccc(Cl)cc3)cc3c2N1CC3	x	x	-2%	2	4	2%	x	9%	7%&-2%	-1%	0%
O=C(Nc1nc2ccccc2[nH]1)c1cccc(S(=O)(=O)N2CCOCC2)c1	0	u	13%	-5	-8	-5%	8.9µM*	-4%	u	-10%	19%
CN(C)c1ccc(CNc2nc3ccccc3s2)cc1	0	7.9µM*	0.25µM*	x	x	0.46µM*	5µM*	x	0.24µM*	-5%	0.1µM*
CC(C)CN(CC(C)C)C(=O)c1cc2c(=O)n3ccccc3nc2s1	2	-4%	0%	-7	13	-5%	3%	-2%	-2%	17%	-4%
O=S(=O)(O)CCS	1	4%&-3%	x	-27	-29	x	1%&-8%	3%	x	x	x
O=C(O)c1cccc(S(=O)(=O)Nc2ccc(-c3ccccc3)cc2)c1	x	x	x	4	-5	0%	x	-5%	x	-6%	x
CCOc1ccccc1NC(=S)N1C2CCC1CC(NC(=O)NC13CC4CC(CC(C4)C1)C3)C2 (centres undefined)	-2	17%	3%	6	7	-1%	u	2%	1%	8%	0%
NC(=O)c1ccc(/C(N)=N/S(=O)(=O)c2cc(C(F)(F)F)cc(C(F)(F)F)c2)cc1	-3	-2%	-7%	5	-9	-5%	11%	3%	1%	-4%	0%
O=C(Nc1ccccn1)c1cccnc1	4	2%	-3%	-15	8	-3%	3%	5%	3%	0%	-2%
COc1ccccc1/C=C1\SC(=O)N(CCC(=O)N2CCCCC2CCO)C1=O (centres undefined)	x	-2%	-4%	2	-12	-2%	u	-5%	u	4%	-2%
CC(C)NS(=O)(=O)c1ccc(N2C(=O)c3ccccc3C2=O)cc1	4	-18%	2%	16	20	4%	-2%	x	1%	-7%	1%
CC1CCCC(C)N1/N=C/c1ccc(O)c(O)c1 (centres undefined)	-4	22%	5%	6	6	7%	-13%	-28%	-17%	u	-3%
O=C1C2C3C=CC(C3)C2C(=O)N1CCCCN1C(=O)C2C3C=CC(C3)C2C1=O (centres undefined)	1	-2%	-3%	1	-10	-1%	-27%	4%	0%[2.3 µM]	-4%	4%
CCOc1ccccc1NC(=O)COC(=O)c1ccc2ccccc2n1	x	x	-2%	-9	22	3%	x	27%	2%	-4%	-1%
CC12CCC(=O)N1C(C(=O)OCC(=O)Nc1cccc(Br)c1)CS2 (centres undefined)	-1	-17%	-5%	3	2	2%	2%	0%	-9%	-8%	-3%
O=C(CN(Cc1ccccc1Cl)C(=O)CNS(=O)(=O)c1ccc(F)cc1)NCC1CCCO1 (centres undefined)	1	-7%	0%	-6	2	-4%	-3%	4%	0%	0%	0%

Screening results from PubChem BioAssay.

Random draw from the library. About 14% of those tested had a hit in this group.
